# Screening results (PubChem)
# CIT2 TOR yeast: yeast TOR pathway CIT2-GFP modulation; S. cerevisiae CIT2-GFP strain, flow cytometry, 3 h; 100 means same as DMSO wells; GFP response vs DMSO, % at 10 µM; actives 0.065% (n = 320,000); AID 2029;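 active = GFP response relative to DMSO above a set limit, near the screen mean plus 3 SD, cut at about 150% in these data; inconclusive = Fewer than 70 cells measured for a yeast strain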;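 also: ratio of well median GFP fluorescence to mean of DMSO wells on the plate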
# VLA-4 inh: inhibition in a human VLA-4 binding assay; P13612; actives 0.2% (n = 330,000); VLA-4 expressing cells, ligand binding flow cytometry; inhibition, % (about 7 µM as worked out from the volumes in the protocol); in the data active = inhibition above about 50%
# LAP4 TOR yeast: alters LAP4-GFP fluorescence in TOR pathway yeast screen; GFP response vs DMSO, % at 10 µM; S. cerevisiae LAP4-GFP multiplex, flow cytometry GFP, 3 h; median GFP as percent of DMSO wells; AID 2023; actives 0.34% (n = 320,000);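 active = GFP response vs DMSO above a set limit, about the screen mean plus 3 SD, cut at about 150% in these data; inconclusive = under 70 cell events counted for the yeast strain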
# AGP1 TOR yeast: yeast TOR pathway AGP1-GFP modulation; S. cerevisiae AGP1-GFP multiplex flow cytometry, 3 h; GFP as percent of DMSO wells; GFP response vs DMSO, % at 10 µM; actives 0.02% (n = 320,000); AID 2066;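 active = GFP response relative to DMSO above a set limit, near screen average plus 3 SD, cut at about 150% in these data; inconclusive = fewer than 70 cells counted for the yeast strain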;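 also: median GFP channel fluorescence of the gated AGP1 strain per well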
# MEP2 TOR yeast: alters MEP2-GFP fluorescence in TOR pathway yeast screen. AID 2016. S. cerevisiae MEP2-GFP strain, flow cytometry GFP, 3 h; 100% = DMSO control level. actives 0.51% (n = 330,000). GFP response vs DMSO, % at 10 µM;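 active = GFP response versus DMSO above a set limit, roughly screen mean plus 3 SD, cut at about 180% in these data; inconclusive = fewer than 70 cells counted for a yeast strain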;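 also: median GFP fluorescence of the barcode-gated MEP2-GFP cells per well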
# GRK2 aptamer HTS: inhibitors of human GRK2 displacing RNA aptamer. P25098. bead flow cytometry, FAM-aptamer displacement from GRK2. inhibition of aptamer binding, % at 10 µM. actives 0.59% (n = 330,000);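 active = inhibition of aptamer binding above 40%, roughly 3 SD of noise, on plates passing a quality check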;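 also: median bead fluorescence of bound FAM aptamer so fluorescent compounds give negative values; no value below 0 was filed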
# Target sequence (P25098 whole entry, looked up): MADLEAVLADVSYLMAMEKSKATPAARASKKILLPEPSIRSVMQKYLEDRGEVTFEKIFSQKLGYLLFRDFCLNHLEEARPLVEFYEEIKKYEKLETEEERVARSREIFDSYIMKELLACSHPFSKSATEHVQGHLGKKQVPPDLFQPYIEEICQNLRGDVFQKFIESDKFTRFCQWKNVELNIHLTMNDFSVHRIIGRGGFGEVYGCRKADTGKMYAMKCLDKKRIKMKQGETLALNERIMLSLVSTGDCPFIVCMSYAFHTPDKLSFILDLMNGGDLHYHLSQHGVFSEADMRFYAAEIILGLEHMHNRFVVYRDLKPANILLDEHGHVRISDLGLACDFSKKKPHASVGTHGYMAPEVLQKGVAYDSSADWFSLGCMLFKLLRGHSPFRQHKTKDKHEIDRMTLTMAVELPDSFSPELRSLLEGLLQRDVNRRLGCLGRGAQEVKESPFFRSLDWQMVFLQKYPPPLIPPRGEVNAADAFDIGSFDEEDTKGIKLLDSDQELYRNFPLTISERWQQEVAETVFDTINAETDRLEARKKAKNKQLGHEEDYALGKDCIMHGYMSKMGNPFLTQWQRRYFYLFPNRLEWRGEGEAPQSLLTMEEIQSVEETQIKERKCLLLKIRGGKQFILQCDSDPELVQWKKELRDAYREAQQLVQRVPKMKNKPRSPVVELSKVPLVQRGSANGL
# RPL19A TOR yeast: yeast TOR pathway RPL19A-GFP modulation. S. cerevisiae RPL19A-GFP strain, flow cytometry, 3 h; hits give low values. percent response vs DMSO, % at 10 µM. actives 0.3% (n = 330,000). AID 2025;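 active = percent response vs DMSO below 50%; inconclusive = fewer than 70 events counted for the yeast strain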;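 also: median channel GFP fluorescence of the barcoded RPL19A-GFP strain; ratio of sample median GFP to plate DMSO average so 100% = DMSO; lower means less RPL19A-GFP as with rapamycin TOR inhibition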
# CR mimetic SO: caloric restriction mimetics inhibiting age-related superoxide in yeast. S. cerevisiae aged cells, superoxide DHE fluorescence; hits give low values. actives 0.18% (n = 330,000). superoxide response (% of plate mean), % at 10 µM;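 active = superoxide response under a set limit, about three screen SD below normal, cut at about 65% in these data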;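 also: yeast aged for seven days with compound at 30 °C before DHE staining; 100% = average MFI of all compound-treated wells on the plate with controls excluded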
# * marks the source's active call; other numbers are inactive results; u = inconclusive; x = not tested or not shown; [ ] = dose if it differs, or a comment.
SMILES,CIT2 TOR yeast,VLA-4 inh,LAP4 TOR yeast,AGP1 TOR yeast,MEP2 TOR yeast,GRK2 aptamer HTS,RPL19A TOR yeast,CR mimetic SO
CN(C)/C=C/C(=O)c1ccc(Cl)cc1,98,19,91,92,99,4,107,93
Cc1cccc(OCCn2c(=S)[nH]c3ccccc32)c1,103,-8,136,x,106,0,101,108
COc1ccc(-c2nnn(Cc3ccccc3)n2)cc1OC,100,15,82,90,108,0,101,98
CCOc1ccc(NC(=O)C/C(N)=N/O)cc1,106,6,101,109,106,1,100,100
Cc1cc(C)c2c(CN3CCOCC3)cc(=O)oc2c1C,93,-1,108,103,102,2,99,104
Cc1ccc(-n2ncc3c(=O)n(CC(N)=O)cnc32)cc1,100,5,83,20,106,2,104,104
COc1cc2c(cc1OC)C1=C(C#N)CN(C3CCCCC3)CN1CC2,99,-19,103,101,102,0,99,94
c1nc(NCCN2CCOCC2)c2sc3nc(N4CCOCC4)c4c(c3c2n1)CCC4,64,17,93,72,93,2,109,113
COc1cccc(C2CC(c3ccccc3Cl)n3nc(N)nc3N2)c1 (stereo unspecified),96,-1,103,99,103,3,99,113
COc1ccc(OC)c(CN2CCN(C(=O)CCC(=O)c3cccs3)CC2)c1,102,0,105,110,95,7,101,102
COc1cc(C(=O)N2CCCCC2)ccc1OCC(=O)Nc1ccc(F)cc1,97,8,92,100,95,0,97,96
Cc1ccc(-n2nc3c(N4CCC(C(=O)NCc5ccc(C)o5)CC4)nnc(C)c3c2C)cc1,107,1,121,115,103,0,103,103
O=C1Nc2ccccc2C12Nc1ccccc1-c1nc3ccccc3n12 (stereo unspecified),106,18,106,108,102,0,100,108
O=C(OCCN1C(=O)c2ccccc2C1=O)C1CCN(S(=O)(=O)c2cccs2)CC1,97,0,98,102,106,0,102,95
O=C(Cc1cccs1)Nc1ccc(-c2nnn(CC(=O)N3CCOCC3)n2)cc1,97,12,99,98,98,1,96,93
CSc1ccc(/C=N/NC(=O)CNc2cccc3ccccc23)cc1,116,1,103,112,122,0,116,112
CC(C)(O)C(=O)N=Nc1c(O)[nH]c2ccccc12,97,3,95,102,96,0,96,112
CCOC(=O)N1CCN(C(=O)c2oc3ccc(S(=O)(=O)N4CC(C)CC(C)C4)cc3c2C)CC1 (stereo unspecified),100,4,111,101,100,0,101,93
CC(C(=O)Nc1ccc(Cl)cc1)c1ncc(C(F)(F)F)cc1Cl (stereo unspecified),93,30,108,96,107,2,101,118
O=C(CSC1=NCCS1)Nc1cccc2ccccc12,85,13,94,88,91,0,88,97

# 3 compounds out of the list above, arranged by the number in GRK2 aptamer HTS, highest first:
SMILES,GRK2 aptamer HTS
CN(C)/C=C/C(=O)c1ccc(Cl)cc1,4
COc1cccc(C2CC(c3ccccc3Cl)n3nc(N)nc3N2)c1 (stereo unspecified),3
Cc1ccc(-n2ncc3c(=O)n(CC(N)=O)cnc32)cc1,2

# Continued:
SMILES,CIT2 TOR yeast,VLA-4 inh,LAP4 TOR yeast,AGP1 TOR yeast,MEP2 TOR yeast,GRK2 aptamer HTS,RPL19A TOR yeast,CR mimetic SO
CCC(Sc1nc2sc(C(=O)OC)c(C)c2c(=O)n1N)C(=O)NCC1CCCO1 (stereo unspecified),102,-5,97,105,106,0,101,102
Cc1cc(C)nc(SCc2ccc(F)cc2)n1,92,16,102,99,97,1,94,109
Cc1ccc(C(=O)N/C(=C/c2ccccc2)C(=O)NCC2CCCO2)cc1 (stereo unspecified),101,1,104,103,103,0,101,100
O=C(CSCc1ccccc1Cl)N1CCN(c2ccccn2)CC1,97,-7,102,100,99,0,97,96
CC(C)CN=CC1=C(O)c2ccccc2C1=O,90,6,106,97,96,0,99,97
COc1ccc(Br)c(OC)c1C(=O)NC(=O)Nc1nc(C)cc(C)n1,96,-1,103,102,98,0,96,112
Cc1ccc(C)c2c1cc(C)c1nnc(SCC(=O)N3CCCc4ccccc43)n12,92,34,90,87,88,3,94,101
CCc1ccccc1NC(=O)Cn1nnc(C(=O)NCc2cccc(OC)c2)c1N,103,18,91,99,94,0,99,102
O=C(Oc1cccc(-c2cnc3ccccc3n2)c1)c1ccco1,94,-4,111,96,97,0,100,87
CCOc1ccc(-c2c[n+](=O)c3c(n2[O-])CCCC3)c(OCC)c1,94,-4,103,100,101,1,99,90
Cc1cc(C)c(C(=O)C2OC(=O)C(C)(C)C(=O)C2(C)C)c(C)c1 (stereo unspecified),94,10,110,102,93,2,99,109
CCOC(=O)CSc1nnc(NC(=O)c2cccc(S(=O)(=O)N3CCCC3)c2)s1,104,2,98,112,107,1,103,104
Cc1ccc(S(=O)(=O)/C(C#N)=C/c2c(N3CCC(C(N)=O)CC3)nc3c(C)cccn3c2=O)cc1,97,-7,92,101,94,1,97,111
CC(=O)N(c1cccc(Br)c1)C1C=CS(=O)(=O)C1 (stereo unspecified),100,10,100,104,101,0,99,99
COC(=O)CC1=NN(c2ccccc2)C(=O)C1,101,-5,113,110,107,4,102,99
Cc1ccc2nc(-c3cccs3)oc(=O)c2c1,97,0,96,93,104,2,105,119
O=C(NCCN=C1NS(=O)(=O)c2ccccc21)c1ccncc1,98,11,104,104,116,0,105,105
Cc1c(C(=O)N(C)CCC#N)oc2ccc(S(=O)(=O)N3CC(C)CC(C)C3)cc12 (stereo unspecified),100,8,95,104,97,5,102,103
CCOC(=O)C(NCc1ccccc1OC)(NC(=O)CC)C(F)(F)F (stereo unspecified),110,7,100,104,102,0,103,116
COc1cccc(-c2nnc(SCC(=O)NC3CCS(=O)(=O)C3)n2C)c1 (stereo unspecified),87,5,89,93,92,1,96,113

# Single records, as listed above.
# `Cc1ccc(-n2nc3c(N4CCC(C(=O)NCc5ccc(C)o5)CC4)nnc(C)c3c2C)cc1` across the screens: CIT2 TOR yeast: 107; VLA-4 inh: 1; LAP4 TOR yeast: 121; AGP1 TOR yeast: 115; MEP2 TOR yeast: 103; GRK2 aptamer HTS: 0; RPL19A TOR yeast: 103; CR mimetic SO: 103
# `COc1ccc(OC)c(CN2CCN(C(=O)CCC(=O)c3cccs3)CC2)c1` across the screens: CIT2 TOR yeast: 102; VLA-4 inh: 0; LAP4 TOR yeast: 105; AGP1 TOR yeast: 110; MEP2 TOR yeast: 95; GRK2 aptamer HTS: 7; RPL19A TOR yeast: 101; CR mimetic SO: 102
# `Cc1cc(C)nc(SCc2ccc(F)cc2)n1` across the screens: CIT2 TOR yeast: 92; VLA-4 inh: 16; LAP4 TOR yeast: 102; AGP1 TOR yeast: 99; MEP2 TOR yeast: 97; GRK2 aptamer HTS: 1; RPL19A TOR yeast: 94; CR mimetic SO: 109

# (next part)
SMILES,CIT2 TOR yeast,VLA-4 inh,LAP4 TOR yeast,AGP1 TOR yeast,MEP2 TOR yeast,GRK2 aptamer HTS,RPL19A TOR yeast,CR mimetic SO
CN(C(=O)CN1C(=O)/C(=C/c2ccc(F)cc2)SC1=S)C1CCS(=O)(=O)C1 (stereo unspecified),100,8,99,102,97,1,100,85
NC(=O)CCc1nc2cc(C(F)(F)F)ccc2n(Cc2ccccc2)c1=O,107,-5,96,99,110,2,102,95
NC(=O)COC(=O)CNC(=O)c1cc(Cl)cc([N+](=O)[O-])c1,107,2,104,110,98,1,98,96
CC(=O)c1c(C)[nH]c(C(=O)CSc2nnc(-c3ccco3)o2)c1C,x,1,97,94,100,2,92,101
COc1ccc(NC(=O)CN(C)C(=O)C2CC(=O)N(c3ccc4c(c3)OCCO4)C2)cc1 (stereo unspecified),74,5,89,56,105,0,94,104
CCOc1ccc(CNCc2cccnc2)cc1,92,28,99,100,99,2,100,84
CN(c1ncc(C(F)(F)F)cc1Cl)N1C(=O)c2cccc(N)c2C1=O,105,28,106,102,123,3,97,104
Cc1ccccc1OC(C)c1nc(-c2ccccc2)no1 (stereo unspecified),90,5,88,x,90,0,85,101
CC(OC(=O)c1cccc(-n2cnnn2)c1)C(=O)Nc1ccc(N(C)C)cc1 (stereo unspecified),112,0,104,110,116,0,106,101
CSC1=N/C(=C\c2cccnc2)C(=O)N1c1ccccc1,98,19,88,89,85,0,97,89
COc1ccc(/C=C/C(=O)NNc2c(F)c(F)cc(F)c2F)cc1OC,107,-1,113,111,113,0,104,95
CCc1cc(C(c2ccc(F)cc2)N2CCOCC2)c(NC(=O)c2ccccc2)s1 (stereo unspecified),96,-5,101,96,102,1,94,104
CCN(C(=O)Cc1ccccc1OC)c1nnc(-c2ccncc2)s1,77,34,85,87,98,0,112,99
Fc1ccc(N2CCN(C(c3cccs3)c3nnnn3CCc3ccccc3)CC2)cc1 (stereo unspecified),81,1,94,96,94,1,94,107
COC(=O)c1sc(OC)cc1OCc1ccc(C)cc1,117,-3,116,110,118,0,105,89
Cc1ccc2c3c(cccc13)-c1ccccc1C2=O,102[may fluoresce red],-4,91[may fluoresce red],84[may fluoresce red],80[may fluoresce red],30,u,94
CCCCN1CC(COc2ccccc2)OC1=O (stereo unspecified),107,8,104,112,106,2,105,99
Nc1nc(-c2ccc(NC(=O)c3ccco3)cc2)cs1,107,11,109,101,116,0,103,92
COc1ccc(-c2ccc(C)cc2)cc1[C@H]1[C@@H]2C=CCC[C@@]2(C)C(=O)N1Cc1ccccc1,94,1,88,98,99,0,98,95
COc1ccc(S(=O)(=O)N2CCC3(CC2)OCCN3S(=O)(=O)c2ccc(OC)cc2)cc1,92,11,95,96,98,1,93,103

# The final 4 records of the part before are carried over, then new ones follow:
SMILES,CIT2 TOR yeast,VLA-4 inh,LAP4 TOR yeast,AGP1 TOR yeast,MEP2 TOR yeast,GRK2 aptamer HTS,RPL19A TOR yeast,CR mimetic SO
CCCCN1CC(COc2ccccc2)OC1=O (stereo unspecified),107,8,104,112,106,2,105,99
Nc1nc(-c2ccc(NC(=O)c3ccco3)cc2)cs1,107,11,109,101,116,0,103,92
COc1ccc(-c2ccc(C)cc2)cc1[C@H]1[C@@H]2C=CCC[C@@]2(C)C(=O)N1Cc1ccccc1,94,1,88,98,99,0,98,95
COc1ccc(S(=O)(=O)N2CCC3(CC2)OCCN3S(=O)(=O)c2ccc(OC)cc2)cc1,92,11,95,96,98,1,93,103
CC(O)(CS(=O)(=O)Cc1ccccc1)c1ccccc1 (stereo unspecified),100,-7,94,99,100,2,101,105
O=C(O)c1ccccc1NN=C1CCCCC1,102,0,109,115,115,2,101,122
C=CCN1C(=O)/C(=c2\sc3nc(=O)c(Cc4ccccc4Cl)nn3c2=O)c2ccccc21,95,23,99,102,99,0,96,85
CC(=O)c1cccc(N(C(=O)c2ccccn2)C(C(=O)NC2CCCCC2)c2ccccc2)c1 (stereo unspecified),104,-6,90,100,105,0,105,99
COc1ccccc1NCCC(=O)OCC(=O)NCc1ccco1,103,0,100,111,114,0,103,96
Cc1noc(C)c1S(=O)(=O)Nc1ccc2c(c1)CC(=O)N([C@H](C)CO)C[C@H](C)[C@H](CN(C)S(=O)(=O)c1ccc(F)cc1)O2,92,-1,111,90,100,0,90,99

# Only RPL19A TOR yeast and GRK2 aptamer HTS, for 3 of the compounds above:
Molecule | RPL19A TOR yeast | GRK2 aptamer HTS
O=C(O)c1ccccc1NN=C1CCCCC1 | 101 | 2
C=CCN1C(=O)/C(=c2\sc3nc(=O)c(Cc4ccccc4Cl)nn3c2=O)c2ccccc21 | 96 | 0
CC(=O)c1cccc(N(C(=O)c2ccccn2)C(C(=O)NC2CCCCC2)c2ccccc2)c1 (stereo unspecified) | 105 | 0
